Screening results from PubChem.
TMEM16A act: mouse TMEM16A channel activation, primary screen | Q8BHY3 | HEK293 TMEM16A/YFP-H148Q/I152L, iodide quench fluorescence; active compounds read low | B-score at 10 µM | 340,000 tested, 0.3% active | AID 623877;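 active = fluorescence-ratio B-score plate-corrected deviation score at least 3 library SD below zero, with starting fluorescence score within 5 deviations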;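 also: channel opened by trigger with iodide after compound preincubation; score built on the fluorescence ratio of max minus min over baseline; more negative score means more quench and so TMEM16A activation or potentiation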
TRPC4 potent: TRPC4 (mouse) allosteric potentiation; HEK293 TRPC4beta/mu-opioid, DAMGO EC20, Fluo-4 Ca2+ flux; active compounds read high; B-score at 10 µM; 310,000 tested, 0.42% active; Q9QUQ5;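 active = B-score of calcium response area above 5 SD of library B-scores, with initial fluorescence ratio within 5 SD of library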;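 also: B-score of integrated fluorescence ratio over time as area under calcium response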
Dyrk1A ADPGlo: Dyrk1A (rat) kinase inhibition. ADP-Glo luminescence, NFATc1 peptide. 310,000 tested, 0.43% active. inhibition, % at 12.5 µM. Q63470; in the data active = inhibition above about 50%;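 also: plate controls were vehicle with enzyme for no effect and no enzyme for full effect; many of its hits are not listed in these tables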
ANO1 block: blocks the mouse calcium-activated chloride channel TMEM16A | Q8BHY3 | HEK293 TMEM16A/YFP iodide influx fluorescence, ionomycin | normalized B-score (activity score, 25-100; higher = stronger inhibition) at 10 µM | 310,000 tested, 1.2% active;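 active = ratio plate-corrected score three or more library SD toward inhibition, starting fluorescence score within five deviations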;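 also: score derived from kinetic fluorescence span divided by baseline fluorescence per well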
TRPC4 act: activators of mouse TRPC4 channel | Q9QUQ5 | HEK293 TRPC4beta/mu-opioid, Fluo4 calcium fluorescence; active compounds read high | B-score at 10 µM | 310,000 tested, 0.49% active | AID 2237;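 active = B-score above 5 SD of library B-scores, and initial fluorescence ratio not above library mean plus 5 SD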;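 also: positive B-score marks a calcium rise read as TRPC4 activation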
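System – HEK293 cells stably co-expressing mouse TRPC4beta and mu-opioid receptor · Signal – Fluo4 calcium-sensitive dye fluorescence, kinetic, 1 Hz baseline · Benchmarks – buffer (low) and maximal DAMGO (high) · Read-out – B score of integrated fluorescence ratio per well · Incubation – dye loading 45 min room temperature, 110 s kinetic read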
KCNK3 inh: human KCNK3 channel inhibition, primary screen | 340,000 tested, 0.84% active | B-score at 10 µM | CHO-KCNK3 thallium flux, FluxOR fluorescence; active compounds read low | O14649;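 active = B-score under library mean minus 4 SD, starting fluorescence ratio at most library mean plus 5 SD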;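 also: more negative B-score means stronger inhibition of thallium flux through KCNK3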
hERG protect: compounds protecting human hERG from proarrhythmic drug block | Q12809 | CHO-hERG, FluxOR thallium flux, dofetilide IC70 present | activation (rescue from dofetilide block), less the hit threshold, % at 10 µM | 310,000 tested, 0.51% active | AID 1511;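 active = activation above the mean of controls blocked by dofetilide plus 5 SD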;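 also: thallium influx through hERG after potassium depolarization seen as dye fluorescence rise; in these data hits start at about 4.7%; inactives centre near -7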
KCNK9 block: blocks the human KCNK9 two-pore domain potassium channel | Q9NPC2 | B-score at 10 µM | HEK293 KCNK9, FluxOR thallium flux fluorescence; active compounds read low | 310,000 tested, 1.2% active;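 active = ratio B-score over 3 SD below the library mean, with starting fluorescence within 5 SD of its mean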;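 also: negative B-score means less thallium flux so channel inhibition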
Target sequence (Q9NPC2 whole entry, looked up, the tested form may be a part): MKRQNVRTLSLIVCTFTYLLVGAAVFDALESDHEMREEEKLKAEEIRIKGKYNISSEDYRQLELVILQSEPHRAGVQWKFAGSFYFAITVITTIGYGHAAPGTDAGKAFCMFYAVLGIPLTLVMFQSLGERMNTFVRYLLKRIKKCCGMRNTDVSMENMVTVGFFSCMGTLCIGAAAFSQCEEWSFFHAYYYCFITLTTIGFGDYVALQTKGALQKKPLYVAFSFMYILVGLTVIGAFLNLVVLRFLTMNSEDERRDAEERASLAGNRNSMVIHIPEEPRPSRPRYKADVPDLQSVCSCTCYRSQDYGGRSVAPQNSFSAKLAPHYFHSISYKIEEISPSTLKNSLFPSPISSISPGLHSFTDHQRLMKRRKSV
HDAC3 inh: inhibitors of human histone deacetylase 3 | inhibition, % at 8.3 µM | recombinant HDAC3, fluorogenic peptide/trypsin coupled, fluorescence | 320,000 tested, 0.15% active; in the data active = inhibition above about 26%, passing the limit was not always enough; inconclusive = no clear call, values can overlap the other calls
Target sequence (O15379 whole entry, looked up): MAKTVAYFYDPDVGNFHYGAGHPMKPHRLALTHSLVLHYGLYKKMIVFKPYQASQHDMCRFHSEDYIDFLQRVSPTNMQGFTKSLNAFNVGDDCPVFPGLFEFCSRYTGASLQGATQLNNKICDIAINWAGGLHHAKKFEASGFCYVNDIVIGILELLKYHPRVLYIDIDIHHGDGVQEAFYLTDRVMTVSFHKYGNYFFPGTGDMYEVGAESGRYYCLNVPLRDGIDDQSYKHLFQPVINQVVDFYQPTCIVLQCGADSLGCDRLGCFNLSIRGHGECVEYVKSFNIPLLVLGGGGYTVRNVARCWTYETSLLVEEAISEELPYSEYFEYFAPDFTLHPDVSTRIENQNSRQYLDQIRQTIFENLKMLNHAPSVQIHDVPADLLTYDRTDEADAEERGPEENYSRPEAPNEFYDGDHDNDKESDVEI
KCNQ1 inh: human KCNQ1 channel inhibition; P51787; CHO-K1 KCNQ1, FluxOR thallium flux fluorescence; active compounds read high; B-score at 10 µM; 310,000 tested, 1.3% active;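 active = compounds whose thallium flux B-score, printed positive for inhibition, exceeds three library SD while starting fluorescence stays within three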;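 also: channel opened by potassium depolarization with thallium stimulus after 20 min compound exposure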
KCNQ1 act: potentiates or activates the human KCNQ1 potassium channel. P51787. CHO-K1 KCNQ1, thallium flux FluxOR fluorescence; active compounds read high. B-score at 10 µM. 310,000 tested, 0.35% active;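 active = fluorescence ratio B-score, a plate-corrected score, at least three library SD, with initial intensity B-score within 5 SD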
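Assay system: CHO-K1 cells stably expressing KCNQ1; Medium: assay buffer with matched DMSO; Also added: K+/Tl+ depolarizing stimulus; Dosing: single dose; Timing: dye 90 min, compound 20 min, room temperature; Measured by: kinetic FluxOR thallium fluorescence, 10-s 1-Hz baseline, 110-s post-stimulus read; Read-out: peak-minus-minimum fluorescence over initial fluorescence, negative-control normalized, B-scored.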
* = called active by the depositor; i = inactive; ? = inconclusive; / = no result given. These rows are one share of the data; the hit share may differ from the screen's.

SMILES	TMEM16A act	TRPC4 potent	Dyrk1A ADPGlo	ANO1 block	TRPC4 act	KCNK3 inh	hERG protect	KCNK9 block	HDAC3 inh	KCNQ1 inh	KCNQ1 act
O=C(NNC(=S)NCc1ccccc1)c1ccc(OC(F)F)cc1	i	i	-1	i	i	i	0	i	-2	i	i
O=C(O)C1CC(=O)N(c2ccc(OCc3c(F)cccc3Cl)cc2)C1 (stereo not given)	i	i	9	i	i	i	-5	i	5	i	i
COc1cc(N(C)C)c([N+](=O)[O-])cc1C(=O)N1CCN(Cc2ccccc2)CC1	i	i	0	i	i	i	-4	i	1	i	i
O=C1CCSc2ccc(Cl)cc2N1Cc1ccccc1	i	i	-3	i	i	i	-5	i	-2	i	i
O=C(CSc1nncc(=O)[nH]1)NC1CCCCC1	i	i	1	i	i	i	-5	i	-2	i	i
COc1cc(C=O)c(Br)cc1OC1CCCC1	i	i	-1	i	i	i	-9	i	0	i	i
O=c1cc(C(F)(F)F)[nH]c2c(OC(F)(F)F)cccc12	i	i	-17	100*	i	i	-11	i	-3	i	i
CCCCC(=O)Nc1cccc(-c2ccc3nncn3n2)c1	i	i	8	i	i	i	-1	i	-11	i	i
CCOP(=O)(OCC)C(Nc1cccc(C(F)(F)F)c1)c1ccc(C)cc1 (stereo not given)	i	i	-1	i	i	i	-12	i	16	i	i
O=C(c1cnc2sccn2c1=O)N1CCN(c2ccccc2Cl)CC1	i	i	14	i	i	i	-9	i	-3	i	i
CCS(=O)(=O)Nc1cc(C(=O)OC)ccc1C(=O)OC	i	i	0	i	i	i	-3	i	0	i	i
O=C1C=C(NCCOC23CC4CC(CC(C4)C2)C3)C2(CCCCC2)O1	i	i	1	i	i	i	-24	i	-4	i	i
Cc1occc1C(=O)NCc1ccccc1F	i	i	0	i	i	i	-10	i	-1	i	i
CCn1c(SCC(=O)Nc2ccc(C(C)=O)cc2)nc2nc3c(cc2c1=O)CCCC3	i	i	19	i	i	i	-8	i	0	i	i
COCc1ccc(C(=O)N2CCCC(N3CCN(c4ccccc4C)CC3)C2)s1 (stereo not given)	i	i	4	i	i	i	-7	i	-1	i	i
NC(=O)CSc1nnc(Cc2csc(Nc3ccc(F)cc3)n2)n1Cc1ccccc1	i	i	-2	i	i	i	-2	i	7	i	i
Cc1cc(C)c2cc(C#N)c(SCC(=O)NCC3CCCO3)nc2c1 (stereo not given)	i	i	-2	i	i	i	2	i	-2	i	i
CCOC(=O)C(C)Sc1nc(=O)n2cc(C)ccc2n1 (stereo not given)	i	i	-7	i	i	i	-4	i	8	i	i
O=C(Nc1ccc(Cl)cc1)Nc1cc([N+](=O)[O-])ccc1F	i	i	-6	i	i	i	-10	i	-1	i	i
Cc1ccc2nc(-c3ccc(NC(=O)c4cccnc4)cc3)oc2c1	i	i	4	i	i	i	-15	i	-1	i	i
c1cncc(C2OCC3(CO2)COC(c2cccnc2)OC3)c1 (stereo not given)	i	i	7	i	i	i	-11	i	0	i	i
O=C(CC1CCCCC1)NCc1ccccn1	i	i	-1	i	i	i	1	i	4	i	i
COc1ccc(CN(C)C(=O)Cc2ccc(OC)c(S(=O)(=O)N3CCOCC3)c2)cc1	i	i	0	i	i	i	-10	i	0	i	i
O=C(NCC1CCCO1)c1ccc(COc2ccc(Br)cc2)cc1 (stereo not given)	i	i	1	i	i	i	-1	i	-8	i	i
O=C(c1c[nH]c2ccccc12)C(O)C(c1ccccc1)N1CCOCC1 (stereo not given)	i	i	-3	i	i	i	-5	i	0	i	i
CN(C)c1cc2c(cc1NC(=O)c1ccccc1Cl)n(C)c(=O)n2C	i	i	17	i	i	i	-7	i	2	i	i
N#Cc1cccc(CSc2ncnc(N)n2)c1	i	i	5	i	i	i	-4	i	-1	i	i
O=C(Nc1ccc(Cl)cn1)c1cccc(S(=O)(=O)N2CCCC2)c1	i	i	16	i	i	i	-11	i	-7	i	i
Cc1c(C)c2ccc(OC(C)C(=O)NCCCn3ccnc3)c(C)c2oc1=O (stereo not given)	i	i	0	i	i	i	-11	i	-27	i	i
CCOc1ccc2[nH]c(=O)c(CN(CCO)C(c3nnnn3C3CCCCC3)C(C)C)cc2c1 (stereo not given)	i	i	-3	/	i	i	-9	i	/	i	i
CC(C)NC(=O)c1cc(-c2cccs2)on1	i	i	1	i	i	i	-11	i	8	i	i
CCOC(=O)c1[nH]c(C)c(C(=O)NC(C)(C)C)c1C	i	i	0	i	i	i	-7	i	-2	i	i
COc1ccc(CCNC(=O)CSc2ccsc2[N+](=O)[O-])c(OC)c1	i	i	-2	i	i	i	-5	i	?	i	i
Cc1ccc2nc3c(cc(C(=O)NCc4ccco4)c(=N)n3Cc3ccco3)c(=O)n2c1	i	i	-2	i	i	i	-20	i	-18	i	i
CCOC(=O)N1CCc2c(sc(NC(=O)c3ccc(S(=O)(=O)N4CCCC4)cc3)c2C#N)C1	i	i	1	i	i	i	-11	i	-1	i	i
CC1=C(C(=O)Nc2ccccc2)C(c2ccco2)C(C#N)=C(SCC(N)=O)N1 (stereo not given)	i	i	-1	i	i	i	-6	i	-1	i	i

Whole records, quoted from the list. Screens in order: TMEM16A act, TRPC4 potent, Dyrk1A ADPGlo, ANO1 block, TRPC4 act, KCNK3 inh, hERG protect, KCNK9 block, HDAC3 inh, KCNQ1 inh, KCNQ1 act
Shown for COc1ccc(CCNC(=O)CSc2ccsc2[N+](=O)[O-])c(OC)c1 = i, i, -2, i, i, i, -5, i, ?, i, i
Shown for Cc1c(C)c2ccc(OC(C)C(=O)NCCCn3ccnc3)c(C)c2oc1=O (stereo not given) = i, i, 0, i, i, i, -11, i, -27, i, i

Further entries follow.
SMILES	TMEM16A act	TRPC4 potent	Dyrk1A ADPGlo	ANO1 block	TRPC4 act	KCNK3 inh	hERG protect	KCNK9 block	HDAC3 inh	KCNQ1 inh	KCNQ1 act
Cc1nc2c(C)cccn2c1/C(O)=C1\C(=O)C(=O)N(CCN2CCOCC2)C1c1ccncc1 (stereo not given)	i	i	13	i	i	i	-1	i	-1	i	i
CC(NC(=O)c1cccnc1)C(c1cccs1)N1CCN(C)CC1 (stereo not given)	i	i	0	i	i	i	-5	i	-6	i	i
CC(C)(C)C(=O)N1CCc2cc(-c3csc(N)n3)ccc21	i	i	3	i	i	i	-12	i	-2	i	i
O=C1Nc2ccccc2C1=Nc1cccc([N+](=O)[O-])c1	i	i	-6	i	i	i	-3	i	-1	i	i
COc1cc(/C=N\NC(=O)c2sc(N)nc2C)cc(OC)c1OC	i	i	-3	i	i	i	-11	i	6	i	i
COc1ccc(NS(=O)(=O)c2ccc(Oc3ncccn3)cc2)cc1	i	i	-9	i	i	i	-3	i	-1	i	i
Cn1c(CC(=O)Nc2ccc(Cl)c(Cl)c2)nnc1SCC(=O)N1CCN(c2ccccc2)CC1	i	i	8	i	i	i	-15	i	4	i	i
Cc1cc(Cl)c2oc(C(=O)N(C)Cc3nccn3C)c(C)c2c1	i	i	-2	/	i	i	-11	i	/	i	i
Cc1[nH]c(=O)[nH]c(=O)c1/C=N\NC(=O)CCc1ccc(OC(C)C)cc1	/	i	/	i	i	/	-1	i	-3	i	i
CC(Sc1nc2ncc(Cl)cc2[nH]1)C(=O)c1c(N)n(C)c(=O)n(C)c1=O (stereo not given)	i	i	12	i	i	i	-12	i	-2	i	i
CC(=O)N1CCCc2cc(S(=O)(=O)N3CCc4ccccc4C3)ccc21	i	i	-3	i	i	i	-7	i	-3	i	i
CCc1cc(Cn2nc(C(=O)O)cc2-c2ccccc2)on1	i	i	10	i	i	i	2	i	-2	i	i
Cc1ccc(-c2nc(CS(=O)(=O)CC(=O)N3CC(C)CC(C)C3)c(C)o2)cc1 (stereo not given)	i	i	0	i	i	i	-13	i	0	i	i
CS(=O)(=O)N1CCN(c2ccccc2F)CC1	i	i	-6	i	i	i	-10	i	1	i	i
COc1cccc(CN(C)C(=O)c2ccccc2Sc2ccccc2C#N)c1	i	i	-2	i	i	i	-13	i	2	i	i
Cc1ccc(C(=O)COC(=O)c2ccc(-c3cnc4ccccc4n3)cc2)cc1C	i	i	1	i	i	i	-14	i	2	i	i
N#C/C(=C\c1ccccn1)c1nc2ccccc2s1	i	i	0	i	i	i	-10	i	-6	i	i
N#CC(C#N)=Cc1ccc(OC(=O)c2ccccn2)cc1	i	i	-3	i	i	i	-2	i	3	i	i
Cc1nn(-c2ccc(F)cc2)c(-n2cccc2)c1C(=O)N1CCN(C(=O)c2ccco2)CC1	i	i	/	i	i	i	-7	i	1	i	i
COCc1cc(C)nc(SCc2ccc([N+](=O)[O-])cc2)c1C#N	i	i	10	i	i	i	-8	i	-8	i	i
Cc1cc(C(=O)N/N=C2\CCCc3ccccc32)c(C)o1	i	i	7	i	i	i	-3	i	7	i	i
COc1ccc(CN2CCN(C(=O)Cn3nc(C(=O)O)c4ccccc4c3=O)CC2)cc1F	i	i	-3	i	i	i	-10	i	-4	i	i
Cc1ccc(CNCc2ccc3c(c2)OCO3)cc1	i	i	-6	i	i	i	-2	i	0	i	i
CCOc1ccccc1NC1=C(Cl)C(=O)N(c2ccc(OC)cc2)C1=O	i	i	/	i	i	i	-12	-17*	4	i	i
COCC(=O)N(Cc1cc2ccc(C)cc2[nH]c1=O)c1ccc(C)cc1C	i	i	2	i	i	i	2	i	-4	i	i
O=C(O)c1sc2cc(C(F)(F)F)cnc2c1-c1cccs1	i	i	2	i	i	i	-7	i	-9	i	i
CN(CC(=O)Nc1ccc(F)cc1)C(=O)COC(=O)c1cc([N+](=O)[O-])ccc1N1CCOCC1	i	i	-7	i	i	i	-11	i	-1	i	i
COc1cc(C)c(NC(=O)COc2ccc3c(c2)OCO3)cc1C	i	i	-6	i	i	i	-3	i	1	i	i

An excerpt of these results, as comma-separated lines.
SMILES,TMEM16A act,TRPC4 potent,Dyrk1A ADPGlo,ANO1 block,TRPC4 act,KCNK3 inh,hERG protect,KCNK9 block,HDAC3 inh,KCNQ1 inh,KCNQ1 act
CCOC(=O)C(C)Sc1nc(=O)n2cc(C)ccc2n1 (stereo not given),i,i,-7,i,i,i,-4,i,8,i,i
CCOc1ccccc1NC1=C(Cl)C(=O)N(c2ccc(OC)cc2)C1=O,i,i,/,i,i,i,-12,-17*,4,i,i
COCc1cc(C)nc(SCc2ccc([N+](=O)[O-])cc2)c1C#N,i,i,10,i,i,i,-8,i,-8,i,i
CC(C)(C)C(=O)N1CCc2cc(-c3csc(N)n3)ccc21,i,i,3,i,i,i,-12,i,-2,i,i
CCOc1ccc2[nH]c(=O)c(CN(CCO)C(c3nnnn3C3CCCCC3)C(C)C)cc2c1 (stereo not given),i,i,-3,/,i,i,-9,i,/,i,i
